CXXC DNA block – qHTS Fluorescence Polarization Assay for Inhibitors of MLL CXXC domain - DNA interaction. Histone-lysine N-methyltransferase 2A (Homo sapiens), Q03164. MLL-CXXC / FITC-HOXA9 DNA fluorescence polarization. Potency, µM (titrated, usually from 115 µM), without a hit: top-dose activity change, negative = inhibition, hits mostly inhibitors. 0.037% of 290,000 active; active = well fitted inhibition curve with a large enough effect in the polarisation, with a control signal flat, not every such curve was filed as active; inconclusive = small, poorly fitted or top-dose-only effect, or effect the other way, or a change in a side signal; inactive = no such curve, though single readings can be large or run the other way; the % refers to the polarisation; also: potency is read from the fitted curve at half-maximal effect
Target sequence (Q03164 whole entry, looked up, the tested form may be a part): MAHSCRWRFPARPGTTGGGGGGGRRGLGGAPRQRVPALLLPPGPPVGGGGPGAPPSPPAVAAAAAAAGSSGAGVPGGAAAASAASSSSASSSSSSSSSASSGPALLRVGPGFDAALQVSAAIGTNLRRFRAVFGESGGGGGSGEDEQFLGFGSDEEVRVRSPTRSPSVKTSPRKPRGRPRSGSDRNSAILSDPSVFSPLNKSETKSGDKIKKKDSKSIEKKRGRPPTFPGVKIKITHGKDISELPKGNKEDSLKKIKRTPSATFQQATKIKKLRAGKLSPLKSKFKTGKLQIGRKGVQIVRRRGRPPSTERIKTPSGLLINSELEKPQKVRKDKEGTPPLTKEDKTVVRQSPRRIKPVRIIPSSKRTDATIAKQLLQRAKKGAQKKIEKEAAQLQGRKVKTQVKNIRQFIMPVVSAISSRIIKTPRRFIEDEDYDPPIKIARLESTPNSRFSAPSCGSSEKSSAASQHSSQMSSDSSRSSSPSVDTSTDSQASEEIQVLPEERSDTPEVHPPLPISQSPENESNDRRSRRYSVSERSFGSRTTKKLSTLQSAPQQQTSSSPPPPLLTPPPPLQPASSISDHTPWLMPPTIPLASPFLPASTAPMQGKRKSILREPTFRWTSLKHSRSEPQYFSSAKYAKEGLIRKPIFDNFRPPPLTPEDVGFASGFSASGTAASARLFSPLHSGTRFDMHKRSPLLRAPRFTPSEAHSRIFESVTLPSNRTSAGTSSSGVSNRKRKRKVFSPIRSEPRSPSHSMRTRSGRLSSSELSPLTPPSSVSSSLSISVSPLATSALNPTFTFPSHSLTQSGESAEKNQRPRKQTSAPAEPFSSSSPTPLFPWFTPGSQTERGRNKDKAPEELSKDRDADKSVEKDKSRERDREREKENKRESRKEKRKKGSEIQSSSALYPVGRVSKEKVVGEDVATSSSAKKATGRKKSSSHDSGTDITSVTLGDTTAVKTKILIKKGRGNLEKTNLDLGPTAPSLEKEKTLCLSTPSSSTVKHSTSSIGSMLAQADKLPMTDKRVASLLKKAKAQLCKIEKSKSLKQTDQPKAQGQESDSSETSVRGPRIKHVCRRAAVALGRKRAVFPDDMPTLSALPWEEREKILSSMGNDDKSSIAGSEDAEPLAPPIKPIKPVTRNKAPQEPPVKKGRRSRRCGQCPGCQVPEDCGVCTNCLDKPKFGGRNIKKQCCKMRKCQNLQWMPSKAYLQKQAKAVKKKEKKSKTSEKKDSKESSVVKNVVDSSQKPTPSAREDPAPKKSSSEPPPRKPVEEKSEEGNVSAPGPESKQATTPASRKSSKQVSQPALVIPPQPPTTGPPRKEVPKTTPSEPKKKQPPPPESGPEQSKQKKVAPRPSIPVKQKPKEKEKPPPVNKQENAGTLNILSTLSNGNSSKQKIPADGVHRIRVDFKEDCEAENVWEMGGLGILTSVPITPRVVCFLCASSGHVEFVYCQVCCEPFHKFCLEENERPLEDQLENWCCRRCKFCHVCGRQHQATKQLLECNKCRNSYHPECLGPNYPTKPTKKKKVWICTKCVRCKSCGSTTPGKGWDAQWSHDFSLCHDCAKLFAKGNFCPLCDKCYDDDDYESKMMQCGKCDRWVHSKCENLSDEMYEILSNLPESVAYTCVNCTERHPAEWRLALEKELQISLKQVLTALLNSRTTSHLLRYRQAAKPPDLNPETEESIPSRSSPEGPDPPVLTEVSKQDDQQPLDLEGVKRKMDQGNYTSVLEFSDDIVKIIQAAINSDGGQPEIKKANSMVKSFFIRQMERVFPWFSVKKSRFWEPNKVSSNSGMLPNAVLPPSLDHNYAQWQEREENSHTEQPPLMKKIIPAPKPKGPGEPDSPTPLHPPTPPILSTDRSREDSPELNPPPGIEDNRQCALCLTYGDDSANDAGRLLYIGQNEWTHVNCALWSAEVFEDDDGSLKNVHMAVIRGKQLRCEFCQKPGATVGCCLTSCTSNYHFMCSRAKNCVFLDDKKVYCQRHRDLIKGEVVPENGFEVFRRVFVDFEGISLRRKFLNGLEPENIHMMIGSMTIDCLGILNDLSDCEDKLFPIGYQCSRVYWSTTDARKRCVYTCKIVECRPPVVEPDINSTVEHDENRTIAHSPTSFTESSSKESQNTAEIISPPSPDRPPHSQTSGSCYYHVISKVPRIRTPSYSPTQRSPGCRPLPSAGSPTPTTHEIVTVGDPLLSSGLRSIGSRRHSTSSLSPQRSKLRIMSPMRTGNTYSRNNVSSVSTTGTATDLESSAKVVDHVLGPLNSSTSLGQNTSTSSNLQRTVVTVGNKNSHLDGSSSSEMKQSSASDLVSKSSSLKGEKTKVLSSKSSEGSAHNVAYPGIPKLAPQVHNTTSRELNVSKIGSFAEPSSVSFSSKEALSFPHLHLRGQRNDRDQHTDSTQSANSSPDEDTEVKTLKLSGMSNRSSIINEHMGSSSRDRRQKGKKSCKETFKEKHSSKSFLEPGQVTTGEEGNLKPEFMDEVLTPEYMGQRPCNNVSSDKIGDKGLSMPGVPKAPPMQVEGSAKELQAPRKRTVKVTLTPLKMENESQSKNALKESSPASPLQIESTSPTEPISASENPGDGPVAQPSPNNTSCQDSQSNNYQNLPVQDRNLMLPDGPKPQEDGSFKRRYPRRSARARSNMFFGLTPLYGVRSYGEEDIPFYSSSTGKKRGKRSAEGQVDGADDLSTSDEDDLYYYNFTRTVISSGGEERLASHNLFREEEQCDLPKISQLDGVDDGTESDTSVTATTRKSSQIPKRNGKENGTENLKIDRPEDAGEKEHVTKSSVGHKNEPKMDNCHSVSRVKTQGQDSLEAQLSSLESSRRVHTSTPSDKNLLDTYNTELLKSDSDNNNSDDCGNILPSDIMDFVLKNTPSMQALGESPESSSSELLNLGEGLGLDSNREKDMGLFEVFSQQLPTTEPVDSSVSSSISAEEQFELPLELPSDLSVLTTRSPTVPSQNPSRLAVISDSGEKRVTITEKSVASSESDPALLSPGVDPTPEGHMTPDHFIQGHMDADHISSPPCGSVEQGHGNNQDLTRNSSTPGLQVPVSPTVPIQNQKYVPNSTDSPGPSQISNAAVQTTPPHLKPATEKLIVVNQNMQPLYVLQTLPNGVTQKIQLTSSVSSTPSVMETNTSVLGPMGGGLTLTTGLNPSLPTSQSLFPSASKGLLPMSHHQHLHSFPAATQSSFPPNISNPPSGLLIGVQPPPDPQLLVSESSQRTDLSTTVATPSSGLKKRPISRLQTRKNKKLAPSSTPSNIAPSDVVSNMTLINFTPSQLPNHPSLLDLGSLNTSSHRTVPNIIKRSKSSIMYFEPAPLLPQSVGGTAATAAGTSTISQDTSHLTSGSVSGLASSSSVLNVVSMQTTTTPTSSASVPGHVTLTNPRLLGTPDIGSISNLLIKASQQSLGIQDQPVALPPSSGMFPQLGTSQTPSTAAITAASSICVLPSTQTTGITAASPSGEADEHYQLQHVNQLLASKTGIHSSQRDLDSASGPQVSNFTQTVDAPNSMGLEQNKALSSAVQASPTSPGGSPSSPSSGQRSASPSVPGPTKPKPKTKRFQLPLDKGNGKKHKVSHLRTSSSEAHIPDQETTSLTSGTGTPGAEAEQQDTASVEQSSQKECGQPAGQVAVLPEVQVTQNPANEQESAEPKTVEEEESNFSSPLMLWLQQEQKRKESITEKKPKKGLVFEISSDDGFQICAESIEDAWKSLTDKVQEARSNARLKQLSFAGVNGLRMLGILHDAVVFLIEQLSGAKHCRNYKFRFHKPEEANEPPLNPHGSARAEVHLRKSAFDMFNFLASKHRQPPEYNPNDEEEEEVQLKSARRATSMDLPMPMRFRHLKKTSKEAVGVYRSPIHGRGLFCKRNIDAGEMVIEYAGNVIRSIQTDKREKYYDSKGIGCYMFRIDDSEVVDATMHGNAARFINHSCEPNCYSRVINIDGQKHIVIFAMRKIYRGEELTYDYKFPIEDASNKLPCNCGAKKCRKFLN
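Purified MLL-CXXC (added from a 7 uM solution) was preincubated 5 min at ambient with pinned compounds in 50 mM Tris-HCl pH 7.5, 50 mM NaCl, 1 mM DTT, 0.05% BSA. Fluorescein-labeled HOX-A9 DNA (50 nM solution) followed, 30 min, then polarization read.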
Integrin act MD – qHTS for Activators of Integrin-Mediated Alleviation for Muscular Dystrophy | alpha7betagal myoblasts, beta-gal FDG fluorescence, 48 h | 0.064% of 350,000 active | Potency, µM (series often up to 38.3 µM), without a hit: top-dose activation, most hits filed as activators;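 also: potency is read from the fitted curve at half-maximal effect; 100% = response of the positive control SU9516; nearly all actives have a fitted effect of over 60% in size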
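alpha7betagal+/- myoblasts (passage 13, 250/well) treated 48 h at 37C with compounds at 1:260 dilution of DMSO stock. Lysed, then beta-galactosidase activity read as FDG fluorescence (ex 480/em 540) after 30 min, with pre-read for autofluorescence.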
S-ASM inh – Inhibitors of Secretory Acid Sphingomyelinase (S-ASM): qHTS | AID 504937, 2011 | Sphingomyelin phosphodiesterase (Homo sapiens), P17405 | placental ASM, HMU-PC fluorogenic substrate, 60 min | Potency, µM (titrated, usually from 57.5 µM), for inactives: at the highest dose activity change, negative = inhibition, actives largely listed as inhibitors | 0.006% of 340,000 active; also: potency is read from the fitted curve at half-maximal effect
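Human placenta-derived ASM preincubated with compound 10 min at room temperature, then reacted with 9 uM (final) fluorogenic HMU-PC substrate for 60 min at 37 C. Stop solution raises pH to 10; fluorescence read at Ex 386/Em 447 nm.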
TSG101-PTAP inh – qHTS Assay for Iinhibitors of HIV-1 Budding by Blocking the Interaction of PTAP/TSG101; Tumor susceptibility gene 101 protein (Homo sapiens), Q99816; Fluorescence polarization, FITC-PTAP peptide / Tsg101 binding; Potency, µM (top dose mostly 115 µM), for the others: at the highest dose activity change, negative = inhibition, hits mostly inhibitors; 340,000 tested, under 10 active; AID 493005, 2010; active = well fitted inhibition curve with a large enough effect in the main read-out, with a control signal flat, not every such curve was filed as active; inconclusive = small, poorly fitted or top-dose-only effect, or effect the other way, or a change in a side signal; inactive = no such curve, though single readings can be large or run the other way; also: potency is read from the fitted curve at half-maximal effect; % of control where 0% means no effect
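Steps: Tsg101 binding domain dispensed (10 uM final), compounds pinned in DMSO, FITC-labeled PTAP-motif peptide added (50 nM final); after 20 min binding at room temperature, polarization measured.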
AT treatment – qHTS Assay for Identifying a Potential Treatment of Ataxia-Telangiectasia; […] A-T fibroblasts, KAP-1 phosphorylation AlphaLISA; neocarzinostatin DNA damage 30 min before lysis; Potency, µM (highest dose often 57.5 µM), without a hit: at the highest dose activation, actives largely listed as activators; 0.19% of 320,000 active; also: potency is read from the fitted curve at half-maximal effect; % of control where 0% means no effect; nearly all actives have a fitted effect of over 45% in size
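ATM-like activity read as KAP-1 phosphorylation via AlphaLISA donor/acceptor antibody pairs after lysis and 6 hr at 25C. Cells were ATM-null patient fibroblasts ([…], hTERT), dosed 60 min, then exposed to the DSB inducer NCS for 30 min.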
TSHR antagonist – Antagonists of the Thyroid Stimulating Hormone Receptor: HTS campaign; Thyrotropin receptor (Homo sapiens), P16473; TSHR-expressing cells, TSH-stimulated cAMP HTRF, 2 h; active compounds read low; activity change, negative = inhibition, % at 11.5 µM; 0.2% of 330,000 active; AID 504810, 2011;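 active = activity change below a set negative limit, meaning inhibition stronger than a set level, cut at about -70% in these data; inconclusive = activity change between two set negative limits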; also: % is scaled to controls: 0 for no effect and ±100 for the full control effect
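Cell-based HTRF cAMP assay; TSHR cells + compound, TSH EC80 (4nM final), 2 h, 37 deg C. Lysis with anti-cAMP cryptate and cAMP-d2, 30 min RT, read 665/620 nm.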
TCR activator – Activators of T cell receptors: qHTS campaign. primary human leukocytes, anti-CD3, IL-2 HTRF, 48 h. Potency, µM (top dose mostly 9.22 µM), inactives show top-dose activation of IL-2 secretion, usual class: activators. 330,000 tested, under 10 active. AID 504894, 2011; also: % of control where 0% means no effect
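Readout: HTRF IL-2, Eu-cryptate/d2 antibody pair, 320nm excitation, 665nm emission. Stimulus: a-CD3 beads, no co-stimulation. Cells: primary human leukocytes. Exposure: 48 hr with compound.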
Menin-MLL TR inh – qHTS Assay for Inhibitors Targeting the Menin-MLL Interaction in MLL Related Leukemias: Competition With Texas Red Labeled MLL-derived Mutant Peptide | O00255 | Menin + Texas Red MLL mutant peptide, fluorescence polarization | Potency, µM (top dose mostly 61.6 µM), for inactives: at the highest dose FP activity change, negative = inhibition, actives largely listed as inhibitors | 0.23% of 270,000 active | AID 1768, 2009; active = well fitted inhibition curve with a large enough effect in the polarisation, with a control signal flat, not every such curve was filed as active; inconclusive = small, poorly fitted or top-dose-only effect, or effect the other way, or a change in a side signal; inactive = no such curve, though single readings can be large or run the other way; the % refers to the polarisation; also: potency is read from the fitted curve at half-maximal effect; % of control where 0% means no effect; many of its hits are not listed in these tables
Mito fusion act – qHTS Assay for Small Molecule Inhibitors of Mitochondrial Division or Activators of Mitochondrial Fusion. S. cerevisiae fusion-defective mutant growth rescue, CellTiterGlo 48 h. Potency, µM (series often up to 46.1 µM), for the others: top-dose growth rescue (activation), actives largely listed as activators. 0.23% of 320,000 active;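 also: potency is read from the fitted curve at half-maximal effect; % of control where 0% means no effect; nearly all actives have a fitted effect of over 45% in size; temperature-sensitive fusion mutants such as fzo1-1 at 37 °C on non-fermentable ethanol glycerol medium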
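S. cerevisiae fusion-defective temperature-sensitive mutants (e.g. fzo1-1, mgm1-5) grown 48 h at 37C in YPEG (ethanol/glycerol non-fermentable) medium with 23 nl compound per well; growth rescue read as CellTiterGlo luminescence.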
MBNL1 CUG block – qHTS Assay for Inhibitors of MBNL1-poly(CUG) RNA binding | Muscleblind-like protein 1 (Homo sapiens), Q9NR56 | TR-FRET MBNL1-His/biotin-(CUG)12 binding, 665/545 ratio | Potency, µM (top dose mostly 57.5 µM), for inactives: top-dose activity change, negative = inhibition, hits mostly inhibitors | 0.036% of 280,000 active; active = well fitted inhibition curve with a large enough effect in the signal ratio, with a control signal flat, not every such curve was filed as active; inconclusive = small, poorly fitted or top-dose-only effect, or effect the other way, or a change in a side signal; inactive = no such curve, though single readings can be large or run the other way; the % refers to the signal ratio; also: potency is read from the fitted curve at half-maximal effect; % is scaled to controls: 0 for no effect and ±100 for the full control effect
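MBNL1-His + Biotin-(CUG)12, cpd titration 92 nM–58 uM; Tb anti-His Ab 0.055 ng/ul, SA-XL665 5 nM (final); 60 min RT; ratiometric 665/545 nm, Ex 340 nm; normalized to buffer and full-complex controls.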
An asterisk follows results filed as active; ? = inconclusive; nt = not tested or not shown; [ ] = dose if it differs, or a comment. Unless noted, calls follow the shape of the dose curve; as a rule, active = well fitted curve in the direction sought with a large enough effect; inconclusive = small, poorly fitted or top-dose-only effect, or another doubt; inactive = no such curve, though single readings can be large; an effect the other way counts as inactive or inconclusive. Not all compounds are listed; count on the stated rates, not on these rows.

The line under a structure holds: CXXC DNA block	Integrin act MD	S-ASM inh	TSG101-PTAP inh	AT treatment	TSHR antagonist	TCR activator	Menin-MLL TR inh	Mito fusion act	MBNL1 CUG block
1: CCc1ccccc1NC(=O)CN1CCN(C(=O)CNC(=O)c2ccccc2F)CC1
    nt	11.5%	4.9%	-4.0%	13.8%	-17.9	0.2%	nt	-16.9%	nt
2: NC(=O)NS(=O)(=O)Oc1ccccc1
    11.3%	31.2%	3.9%	0.9%	12.4%	-1.5	17.0%	?	-2.7%	-6.5%
3: COc1ccc(-c2cn[nH]c2-c2ccc(O)cc2O)cc1
    3.4%	?	-1.4%	-4.5%	-4.0%	-7.9	-2.2%	21.7%	-8.0%	2.2%
4: O=C(NCCC(=O)N(Cc1ccco1)Cc1cccs1)c1ccccc1Cl
    nt	5.1%	-1.0%	-9.6%	3.8%	-3.2	nt	nt	-0.7%	nt
5: COc1ccc(C(=O)O/N=C(\C)c2ccccc2)cc1
    1.4%	-17.3%	1.1%	-1.2%	-8.4%	-3.5	2.1%	2.7%	-4.5%	-1.2%
6: O=C(Nc1cc(C(F)(F)F)ccc1N1CCCCC1)c1ccco1
    7.9%	-6.1%	0.4%	-1.6%	6.7%	19.7	5.2%	-10.4%	-5.8%	2.2%
7: CS(=O)(=O)N1CCC(C(=O)Nc2ccc(F)cc2)CC1
    -6.6%	-20.1%	-4.4%	-3.9%	1.9%	-3.7	-4.5%	8.4%	0.6%	2.2%
8: CC(C)C[C@H](N)c1nnc(S(=O)(=O)Cc2cccc(F)c2)o1
    7.8%	-60.2%[inhibitor]	2.3%	-4.7%	-6.5%	-15.5	-0.4%	3.5%	4.6%	-3.9%
9: O=C(NC1CSC/C1=N\O)c1ccccc1 (stereo not drawn)
    13.2%	0.5%	1.7%	-2.9%	26.2%	-1.2	-3.9%	-5.0%	0.2%	-3.1%
10: COc1ccc(CN2C(=O)C(Cc3ccccc3)Nc3ncnc(N4CCCCC4)c32)cc1 (stereo not drawn)
    nt	-5.9%	0.6%	0.0%	3.6%	-5.6	-2.2%	nt	0.0%	nt
11: O=C(CCc1ccncc1)NC1CCCc2c1cnn2-c1cc(F)cc(F)c1 (stereo not drawn)
    15.2%	41.2%	0.0%	-6.7%	17.2%	32.0	-7.2%	nt	3.8%	-12.9%
12: COc1cccc(C(=O)Nc2cc([N+](=O)[O-])ccc2N2CCN(C)CC2)c1
    -8.7%	-4.6%	-2.9%	?	1.1%	3.8	1.9%	-5.8%	-4.3%	?
13: COc1cccc(/C=N/n2c(COc3ccccc3)n[nH]c2=S)c1
    -4.4%	9.1%	-6.7%	0.6%	-22.9%	-9.8	9.6%	15.5%	-25.4%	-0.8%
14: Cc1nc(Cc2nnc(SCC(=O)N3CC(=O)Nc4ccccc43)o2)cs1
    nt	-0.4%	3.9%	0.4%	16.0%	0.4	-5.7%	nt	nt	nt
15: C=CCn1c(SCC(=O)NC2CCCc3ccccc32)nnc1-c1ccncc1 (stereo not drawn)
    5.6%	1.0%	4.6%	-3.6%	2.0%	14.4	-13.3%[46.1 µM]	8.7%	-1.4%	-12.8%
16: COc1cccc(/C=C/c2n[nH]c(=O)c(C#N)c2C)c1
    12.0%	-1.3%	3.9%	-2.1%	6.4%	-11.8	1.4%	-10.8%	3.7%	?
17: CC(/C=N/NC(=O)C(O)c1ccccc1)=C\c1ccccc1 (stereo not drawn)
    -6.7%	?	-2.1%	-6.6%	7.7%	-7.3	-3.5%	-12.0%	0.2%	?
18: COc1cc(/C=C/C(=O)C2C(=O)C=C(C)OC2=O)cc(OC)c1O (stereo not drawn)
    39.6%[activator]	-17.7%	-6.1%	4.7%	-8.1%	-2.4	0.1%[46.1 µM]	17.4%	0.0%	14.8%
19: COc1cc(OC)c(-c2noc(C(=O)OC(C)(C)C)c2C(=O)OC(C)(C)C)c(OC)c1
    -3.4%	2.8%	-4.3%	-5.1%	-6.9%	-0.2	-2.4%[46.1 µM]	4.5%	-0.1%	0.4%
20: COc1ccccc1CNC(=O)C1CCN(S(=O)(=O)c2cccc3nonc23)CC1
    ?	15.8%	0.2%	-0.4%	-1.1%	0.7	-1.6%	3.0%	4.8%	?
21: CC(C)CCC(=O)N1CCC(N2CCC(C(=O)NCc3ccccn3)CC2)CC1
    1.8%	17.3%	13.5%	-0.3%	-4.5%	-5.8	0.7%	-7.4%	-1.9%	-1.1%
22: Cc1cc2cc3c(C)cc(=O)oc3c(C)c2o1
    8.0%	-21.9%	10.0%	-6.5%	-1.5%	-0.6	-4.3%	-8.9%	2.5%	-2.6%
23: c1ccc(-c2nnc3nc(N4CCCCC4)nc(N4CCCCC4)n23)cc1
    nt	20.8%	-7.7%	1.0%	nt	nt	-6.7%	nt	nt	nt
24: COCc1nnc(N)s1
    -2.5%	9.7%	-0.3%	-1.8%	2.9%	3.5	1.5%	-6.1%	-2.8%	-4.4%
25: Cc1ccc(Sc2cc(C)nc(-c3ccccn3)n2)cc1
    -1.2%	-56.6%[inhibitor]	-1.1%	-1.2%	-7.0%	-1.4	4.6%	nt	-12.0%	-5.8%
26: Clc1ccc(-n2cc(-c3ccc(Br)cc3)[n+]3c2CCCCC3)cc1
    ?	-59.9%[inhibitor]	2.8%	-3.6%	-26.9%	-1.1	-9.1%	nt	2.3%	-7.1%
27: Cc1ccc(S(=O)(=O)NCCC(=O)OCC(=O)N(Cc2ccccc2)C(C)(C)C)cc1
    nt	34.9%	-2.1%	0.9%	1.1%	0.9	0.0%	nt	11.1%	nt
28: COC(=O)C1=C(C)N(C)C(C)=C(C(=O)OC)C1c1ccncc1
    -2.5%	11.5%	9.2%	-2.2%	-2.5%	-6.1	-0.5%	-14.0%	3.7%	-10.9%
29: Cc1c(N2C(=O)/C(=C/c3cccc4ccccc34)SC2=S)c(=O)n(-c2ccccc2)n1C
    nt	2.2%	-13.2%	-6.9%	nt	nt	-0.2%	nt	nt	nt
30: CCN(CC(=O)NC(C)(C)C)C(=O)CCl
    5.4%	-58.2%[inhibitor]	5.9%	0.4%	-0.7%	-1.3	0.6%[46.1 µM]	2.1%	-2.4%	?
31: CC(=O)Nc1ccc(N)cc1
    nt	nt	-0.5%	-0.7%	-4.7%	-11.9	-1.1%	nt	-6.8%	nt
32: CCOc1ccc(C2CC(c3ccc(OC)cc3)n3ncnc3N2)cc1 (stereo not drawn)
    6.3%	5.3%	5.0%	-2.6%	-9.0%	-1.5	-0.6%	3.1%	-8.4%	0.8%
33: CCOc1cc(/C=C2\C(=O)N(c3cccc(C(F)(F)F)c3)C(=O)c3ccccc32)ccc1O
    -4.5%	20.4%	6.0%	-13.0%	9.6%	-2.1	-3.1%[46.1 µM]	?	-0.9%	3.4%
34: COc1cc(NC(=O)C2CCN(c3cnccn3)CC2)cc(OC)c1
    0.0%	-6.8%	53.3%[activator]	-5.5%	2.9%	-1.7	3.8%	nt	-5.0%	0.1%
35: COc1ccc(NC(=O)Cc2nnc(SCC(=O)Nc3nccs3)n2C)cc1
    10.1%	11.0%	2.8%	-6.8%	4.2%	-12.4	-5.9%	?	3.9%	-1.8%
36: Cc1ccc(-c2cnc(NC(=O)CCC(=O)N(C)Cc3ccccc3)n2C)cc1
    0.1%	-56.5%[inhibitor]	-0.4%	-5.1%	1.9%	-3.6	-1.8%	?	-1.5%	1.3%
37: O=C(COC(=O)c1cccnc1SC(F)F)NC1CC1
    nt	?	2.3%	-4.5%	5.8%	6.5	-3.7%	nt	1.9%	nt
